SDO1 yeast rescue = compounds rescuing growth of sdo1-depleted yeast, bone marrow failure model. S. cerevisiae sdo1-depleted JHY4D growth rescue, OD600 30 h; active compounds read high; pdr5 snq2 efflux-pump mutant strain. z-score at 10 µM. 140,000 tested, 0.21% active. AID 817;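 active = z-score above 3 at both the 24 hr and the 30 hr optical density reads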;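 note: z-score against mean and SD of all compound wells on the same plate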
INS promoter inh = TRM-6 insulin promoter activity inhibition | TRM-6 cells (human fetal islet line), insulin promoter-eGFP reporter, imaging; reporter expression induced with tamoxifen | inhibition, % at 2 µM | 130,000 tested, 0.9% active;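 active = inhibition above the mean plus 3 SD, with well images judged a real hit on visual review, cut at about 60% in these data, passing the limit was not always enough; inconclusive = inhibition over the cutoff but images rejected on review; inactive = inhibition not above the cutoff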
SDO1 yeast rescue Rescue 24 h = recorded beside SDO1 yeast rescue, whose call it bears; z-score; S. cerevisiae sdo1-depleted JHY4D growth rescue, OD600; measured here: growth rescue at 24 h;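 0 is the plate mean of compound wells and units are plate SD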
Active calls of the source: *; i = inactive; ? = inconclusive; . = no result given.

Start of the listing, in advance:
| canonical_smiles | SDO1 yeast rescue Rescue 24 h | SDO1 yeast rescue | INS promoter inh |
| --- | --- | --- | --- |
| CCC(C)NC(=O)COc1ccc(S(=O)(=O)N2CCOCC2)cc1 (stereo not drawn) | -0.34 | 0.23 | 22.2 |
| CC(=O)C1=C(c2ccccc2)OC(N)=C(C#N)C1c1ccc(O)cc1 (stereo not drawn) | -0.31 | 0.3 | 9.4 |

All compounds of this part (from the top)
| canonical_smiles | SDO1 yeast rescue Rescue 24 h | SDO1 yeast rescue | INS promoter inh |
| --- | --- | --- | --- |
| CCC(C)NC(=O)COc1ccc(S(=O)(=O)N2CCOCC2)cc1 (stereo not drawn) | -0.34 | 0.23 | 22.2 |
| CC(=O)C1=C(c2ccccc2)OC(N)=C(C#N)C1c1ccc(O)cc1 (stereo not drawn) | -0.31 | 0.3 | 9.4 |
| COc1ccc(-c2cc(C(=O)NCc3cccnc3)no2)cc1OC | 0.79 | 0.77 | 22.6 |
| O=C(c1ccc(Br)cc1)N(C1=NCCCCS1)c1ccccc1 | -1.22 | -1.73 | -30.0 |
| Cc1c(NC(=O)CN2CCN(C(=O)c3ccco3)CC2)c(=O)n(-c2ccccc2)n1C | 1.87 | 1.28 | 37.2 |
| COC(=O)c1ccc(OC(=O)c2cccnc2)cc1 | 0.84 | 0.91 | -43.3 |
| Cc1ccc(C)c(SCC(=O)NCc2ccco2)c1 | 0.27 | 0.21 | 28.9 |
| Nn1c(SCC(=O)Nc2ccc3c(c2)OCO3)nnc1-c1cccc(Cl)c1 | 1.02 | -0.17 | -11.6 |
| O=c1c(=NNc2ccccc2Cl)c(=O)c2ccccc12 | 2.12 | 0.32 | -90.0 |
| CN(C)S(=O)(=O)N1CCN(C(=O)c2ccccc2)CC1 | 1.28 | 1.78 | -9.4 |
| Cc1ccc(NC(=O)Cc2sc(C)nc2-c2ccc(C)cc2)cc1 | -1.6 | -1.75 | . |
| COc1ccc(C2N(Cc3ccccc3)CCN2Cc2ccccc2)cc1[N+](=O)[O-] | . | . | -5.9 |
| Cc1ccc2nc(NC(=O)CN(C)S(=O)(=O)c3cccc4nsnc34)sc2c1 | 1.33 | -0.93 | 56.2 |
| CSc1nc(O)c(C2OC(=O)c3ccccc32)c(=O)[nH]1 (stereo not drawn) | 0.54 | 1.22 | 36.4 |
| Cc1cccc(NC(=O)CSc2ccc(C(N)=O)cc2[N+](=O)[O-])c1C | 0.31 | 1.21 | 8.1 |
| CCOC(=O)C1=C(C)N=C2SC(C(=O)OC)=CC(=O)N2C1c1cccc(OC)c1 (stereo not drawn) | 0.24 | 0.31 | -20.0 |
| CC(C)Cn1cc(C(=O)NCCCOC(C)C)c2c3ccccc3n(C)c2c1=O | -0.9 | -0.19 | . |
| CN1CCN(NC(=O)c2ccc(Br)c(S(=O)(=O)N3CCOCC3)c2)CC1 | -0.54 | 0.74 | -15.4 |
| Cc1ccc(N=Cc2c(O)n(-c3cc(Cl)ccc3N3CCOCC3)c(=O)c3ccccc23)cc1C | 0.15 | -0.77 | -48.6 |
| COc1ccc(CCC(=O)Nc2sccc2C#N)cc1 | . | . | 16.7 |
| Cc1ccc(S(=O)(=O)Nc2cnn(-c3ccccc3)c(=O)c2Cl)cc1 | . | . | 6.7 |
| Cc1cccc(NS(=O)(=O)c2ccc(C3CCCCC3)cc2)n1 | -1.32 | -0.86 | -50.0 |
| CN(C)S(=O)(=O)c1cc(NC(=O)CSc2ncc(C(F)(F)F)cc2Cl)ccc1Cl | 0.02 | -0.57 | -42.9 |
| COC(=O)c1sccc1NC(=O)c1cc(C)on1 | 0.76 | 0.65 | 68.8 |
| O=c1[nH]c2ccc(Cl)cc2c(-c2ccccc2)c1CN1CCOCC1 | -0.16 | -0.38 | -9.1 |
| Cc1cc(C)n(-c2ccc(OCC(=O)O)nn2)n1 | 0.58 | 1.49 | -9.7 |
| Cc1c(NC(=O)COC(=O)c2c3c(nc4ccccc24)CCCC3)c(=O)n(-c2ccccc2)n1C | 0.07 | 0.36 | 34.4 |
| Cc1ccc(C(C)C)c(OC(=O)/C=C/c2ccccc2)c1 | -0.76 | -0.28 | -26.7 |
| COC(=O)c1c(N)c2ccccc2[nH]c1=O | -0.73 | 0.2 | . |
| CC(C)c1cc(C(=O)Nc2cc(Br)ccc2O)no1 | 0.07 | -0.15 | 0.0 |
| COc1ccc(-c2nc(CC(=O)O)cs2)cc1OC | -0.04 | 0.8 | 43.3 |
| COC(=O)c1cc(C(=O)Cc2ccccc2)c[nH]1 | . | . | 0.0 |
| O=C(Cn1cnc2c(nnn2Cc2ccc(Cl)cc2)c1=O)OCc1ccccc1 | 0.56 | -0.45 | 22.7 |
| CC1(C)C2(C#N)C(N)=NC3(OCCO3)C12C#N (stereo not drawn) | -0.35 | 0.44 | 10.8 |
| C/C(C/C(C)=C1/SC(=S)NC1=O)=C1\SC(=S)NC1=O | . | . | -64.3 |
| COC(=O)NC1CSCC1OC(=O)CN1C(=O)c2ccccc2C1=O (stereo not drawn) | 0.33 | 0.51 | 34.6 |
| O=C(O)c1ccc(CSc2ncn[nH]2)cc1 | 2.01 | 1.26 | 0.0 |
| COC(=O)Cn1c2c(c3cc(C)ccc31)CCCC2 | 0.29 | 0.21 | . |
| O=C(c1ccccn1)N1CCN(S(=O)(=O)c2ccc(F)cc2)CC1 | . | . | 40.0 |
| COc1cc(C2C(C#N)=C(N)Oc3c2ccc2ccccc32)ccc1OCC(=O)Nc1ccc(C)cc1 (stereo not drawn) | -0.76 | -0.13 | 22.6 |
| O=c1c2ccccc2nc(-c2ccccc2)n1Cc1ccc(Cl)cc1 | -1.46 | -1.56 | 40.0 |
| CN1C(=O)CC(N2CCN(C(=O)c3ccccc3)CC2)C1=O (stereo not drawn) | 0.28 | 0.62 | 13.0 |
| NC(=O)NC(c1ccccc1)c1cccc2ccccc12 (stereo not drawn) | 0.48 | 0.61 | -22.6 |
| COc1cc(NS(=O)(=O)c2ccc(N/C=C\C(=O)c3ccc(C)cc3)cc2)nc(OC)n1 | . | . | -2.3 |
| CCOCCCNC(=O)Cn1cnc2sc(C)c(S(=O)(=O)N3CCN(c4ncccn4)CC3)c2c1=O | . | . | 9.1 |
| CCOC(=O)NC(Nc1ccc(S(N)(=O)=O)cc1)(C(=O)OCC)C(F)(F)F (stereo not drawn) | 0.56 | 0.65 | . |
| Clc1ccc(C(c2nnnn2C2CCCCC2)N(Cc2cccnc2)Cc2ccco2)cc1 (stereo not drawn) | -1.11 | -1.21 | 33.3 |
| Clc1ccc2nc(-c3ccccc3)c(CN3CCOCC3)n2c1 | 1.28 | 0.75 | . |
| O=S(=O)(Nc1ccc2c(c1)oc1ccccc12)N1CCCC1 | -0.11 | -1.69 | 53.9 |
| C/C(N)=C(/C#N)C(=O)COC(=O)c1cc(-c2ccc(C)cc2)nc2ccccc12 | -0.23 | -0.61 | -28.6 |

New compounds follow:
| canonical_smiles | SDO1 yeast rescue Rescue 24 h | SDO1 yeast rescue | INS promoter inh |
| --- | --- | --- | --- |
| COc1ccc(CC(=O)Nc2ccc(-c3nnc(-c4ccccc4)o3)cc2)cc1OC | 2.06 | -0.27 | -12.9 |
| CCOC(=O)N1CCC(N(CCN(C)C)C(=S)Nc2cc(Cl)ccc2C)CC1 | . | . | -45.5 |
| COc1ccc(OC2C(=O)N(Cc3ccc(F)cc3)C2c2ccc(OC)c(OC)c2)cc1 (stereo not drawn) | -0.89 | -0.83 | . |
| O=C(CSc1ccc(-c2cccnc2)nn1)N1CCCCCC1 | . | . | -50.0 |
| O=C(Nc1ccc(Cl)cn1)c1ccc(-c2ccc(Cl)c(Cl)c2)o1 | . | . | 20.0 |
| COC(=O)Cn1ncn2cccc2c1=O | 0.06 | 0.03 | 50.0 |
| COc1ccc(CN2C(=O)c3ccccc3C(/C=N\OCc3ccc(F)cc3)C2=O)cc1 (stereo not drawn) | -0.57 | 0.28 | -53.6 |
| CC1=C(C(=O)Nc2cc(C)ccn2)C(c2cnn(C)c2)C2=C(CC(c3ccccc3)CC2=O)N1 (stereo not drawn) | 2.44 | 3.18 | 35.7 |
| COc1cc(/C=N/NC(=O)CN2CCCCC2)ccc1OCc1ccc(Br)cc1 | -0.09 | 0.02 | 10.3 |
| CCOC(=O)c1[nH]cnc1C(=O)NC1CCCCC1 | 0.51 | 0.73 | -16.7 |
| CSc1nsc(/C=C/Nc2ccc(C)c(C)c2)c1C#N | . | . | i |
| N#C/C(=C\c1ccc(C#N)cc1)C(=O)N1CCCC1 | . | . | -9.1 |
| CC(=O)N1CCC(=NNc2ccnc3cc(Cl)ccc23)CC1 | . | . | 65.8 |
| CSCC[C@H](NC(=O)c1ccc(Cl)c([N+](=O)[O-])c1)c1nc2ccccc2[nH]1 | -0.19 | 1.05 | 38.7 |
| CCCOc1ccc(-c2nn(-c3ccccc3)cc2/C=C2\SC(N)=NC2=O)cc1 | 2.05 | 0.81 | -16.7 |
| Cn1c(=O)c2c(nc(NNC(=O)C(F)(F)F)n2C)n(C)c1=O | . | . | -17.6 |
| C#CCOCCOCCOCCNc1nc(N2CCN(C(=O)Cn3cc(CCCCN)nn3)CC2)nc(N2CCN(C(=O)Cn3cc(CC(C)O)nn3)CC2)n1 (stereo not drawn) | 0.11 | 0.23 | 40.9 |
| CCOC(=O)c1c(NC(=O)CC2SC(N)=NC2=O)sc2c1CCC(C)C2 (stereo not drawn) | -0.73 | -0.1 | . |
| CN1C(=O)/C(=C/c2ccccc2Cl)Sc2ccc(C(=O)NCc3cccnc3)cc21 | . | . | -64.3 |
| O=C(c1cc(C(=O)c2ccco2)cc(C(=O)c2ccco2)c1)c1ccco1 | 0.55 | -0.62 | 54.5 |
| NC1=NC2CS(=O)(=O)CC2S1 (stereo not drawn) | 0.49 | 1.03 | -37.5 |
| CCOc1ccc(C2CC(c3ccc(CC)cc3)Nc3nc(N)nn32)cc1 (stereo not drawn) | -0.55 | 0.13 | 10.0 |
| CC(=O)N1CCc2[nH]c3ccccc3c2C1 | 0.51 | 0.59 | 30.8 |
| COC(=O)CCCC(=O)N1CCCC(CCC(=O)NCc2ccc(F)c(F)c2)C1 (stereo not drawn) | . | . | -40.0 |
| Cc1cc2c(ncn2C(C)C)c(NS(=O)(=O)c2ccc(F)cc2)c1C | . | . | -7.7 |
| CCN(CC)c1ccc(NC(=O)c2ccc3c(c2)c(C)c(C)n3C)cc1 | . | . | 0.0 |
| CN(C)CCC(c1ccc(Cl)cc1)c1ccccn1 (stereo not drawn) | -0.08 | 0.51 | 9.1 |
| C/C(Cc1ccccc1)=N\NC(=O)c1cccnc1 | 0.83 | 1.09 | -3.5 |
| CC(OC(=O)c1cccc(NS(C)(=O)=O)c1)C(=O)Nc1ccc(N2CCOCC2)cc1 (stereo not drawn) | 0.23 | 0.45 | -200.0 |
| COc1ccc(OCCOCCN2CCc3ccccc3C2)cc1 | 0.31 | 0.06 | -21.6 |
| O=C(NCc1ccccc1)C(c1cccnc1)N(Cc1ccco1)C(=O)c1ccccn1 (stereo not drawn) | -0.2 | 0.06 | . |
| CCOc1ccc2nc(SCC(=O)NC(=O)NCc3ccco3)[nH]c2c1 | 0.02 | -0.15 | -105.4 |
| O=C(c1cnc2ccccn2c1=O)N1CCCc2ccccc21 | -0.42 | -0.08 | . |
| NCC(c1ccccc1)c1c[nH]c2ccccc12 (stereo not drawn) | . | . | 11.8 |
| CCc1nnc(NC(=O)c2ccc(-c3ccccc3F)o2)s1 | . | . | 5.6 |
| COc1ccc(-n2nc(C(=O)NCC(=O)N3CCN(C)CC3)c3ccccc3c2=O)cc1OC | -0.45 | 0.1 | -12.5 |
| CCCOn1c(OCC(C)C)nc2ccccc2c1=O | -1.69 | -1.31 | -7.1 |
| CC1CCCCN1CCNC(=O)c1ccc2c(=O)n(CCc3ccccc3)c(=O)[nH]c2c1 (stereo not drawn) | 1.06 | 1.2 | -2.7 |
| Cc1ccc(OCC(=O)O)c(-n2nc3ccccc3n2)c1 | 0.01 | 0.12 | 11.4 |
| CNC(=O)c1ccc(NC(=O)/C=C/c2cccc(F)c2)cc1 | . | . | 11.1 |
| Cc1ccc(-c2nnc3c4ccccc4c(C)nn23)cc1S(=O)(=O)N1CCN(CCO)CC1 | 0.14 | 0.92 | -33.3 |
| O=c1c2ccccc2nc2n1C(CSc1ccc(F)cc1)CS2 (stereo not drawn) | . | . | 2.3 |
| O=C(CCNC(=O)c1ccco1)Nc1ccc(Cl)cc1 | . | . | -22.2 |
| Clc1cc(Cl)cc(Nc2ncn[nH]2)c1 | 1.32 | 0.02 | -10.0 |
| C=C(C)Cc1c(C)c(C#N)c2nc3ccccc3n2c1N1CCCCC1 | -0.42 | -0.12 | -40.7 |
| Clc1ccccc1Nc1nc(-c2cccnc2)cs1 | . | . | -358.3 |
| NS(=O)(=O)c1ccc(Nc2ncccc2[N+](=O)[O-])cc1 | 1.74 | 1.21 | -18.9 |
| Cc1ccccc1-c1nc(Cc2ccccc2)no1 | 2.27 | 2.41 | 56.8 |
| CNC(=O)CN(C#N)c1nc(N(C)C)nc(N(C)C)n1 | . | . | ? |
| CCOC(=O)c1cc2cc(CC(=O)c3ccc(OCC)cc3O)ccc2o1 | 2.32 | 0.3 | -40.5 |

Carrying on.
| canonical_smiles | SDO1 yeast rescue Rescue 24 h | SDO1 yeast rescue | INS promoter inh |
| --- | --- | --- | --- |
| CN(C)S(=O)(=O)c1ccc(Cl)c(NC(=O)COC(=O)[C@@H]2CCCN2C(=O)c2cccs2)c1 | . | . | 33.3 |
| CCc1ccc(NC(=O)C(=O)c2cn(CC(=O)N3CCCCC3)c3ccccc23)cc1 | 1.64 | 0.67 | . |
| CC(=O)c1cnc2n(c1=O)CCS2 | . | . | 14.3 |
| O/N=C1/C2C3C(Br)C4C5CC(C1C53)C24 (stereo not drawn) | -0.01 | 0.52 | -64.3 |
| O=C(NCCCO)c1nnc(Cc2c(F)cccc2Cl)o1 | 2.45 | 1.53 | 69.2 |

Screening results deposited in PubChem by several laboratories.

Rows are unselected; overall some 0.99% were active at least once.
